HMGR II inh = blocks class II HMG-CoA reductase of Enterococcus faecalis; purified E. faecalis HMGR, NADPH absorbance 340 nm kinetic; inhibition, % at 10 µM; hit rate 0.41% among 190,000;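 active = inhibition above a set limit, the median over all tested compounds plus 3 SD, cut at about 9.5% in these data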;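 note: enzyme runs in reverse so mevalonate oxidation gives rising NADPH absorbance; 0% = complete reaction with DMSO and 100% = background rate lacking mevalonate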
Diaphorase act = diaphorase activation or chemical reduction counter-screen | Diaphorase/resazurin coupled assay, resorufin fluorescence, 16 min; hits give high values; 1 = vehicle wells, 0 = NADH-free wells | activation factor at 20 µM | hit rate 0.005% among 190,000 | AID 1229;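 active = diaphorase activity raised at least twofold by the compound at 20 µM; inactive = activation factor below 2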
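Material: bacterial diaphorase enzyme (C. kluyveri); amount: enzyme 0.07 U/mL final; reagent: NADH substrate 0.114 mM plus resazurin dye 0.1 mM, final; doses: single compound dose of 20 µM, 1% DMSO final; timing: 16 min enzyme reaction, ambient temperature; measured by: fluorescence of resorufin, 544 nm excitation, 590 nm emission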
TNAP inh no acc = inhibitors of human TNAP without phosphate acceptor; P05186; purified TNAP, CDP-star luminescence, 30 min; inhibition, % at 20 µM; hit rate 0.26% among 200,000; AID 1012;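 active = tissue-nonspecific alkaline phosphatase inhibition above about 50% at 20 µM in the single-dose screen, limit read from the data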;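 note: 0% = DMSO negative control and 100% = EDTA positive control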
FLuc stim CS = firefly luciferase counter-screen for stimulation assays; P08659; ATPlite luciferase biochemical, luminescence, 10 min; 0 = ATP-free wells, 1 = DMSO control; activation factor at 10 µM; 200,000 tested, under 10 active;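 active = luciferase activation factor, scaled between plate controls, of at least 2 with compound at 10 µM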
Target sequence (P08659 whole entry, looked up): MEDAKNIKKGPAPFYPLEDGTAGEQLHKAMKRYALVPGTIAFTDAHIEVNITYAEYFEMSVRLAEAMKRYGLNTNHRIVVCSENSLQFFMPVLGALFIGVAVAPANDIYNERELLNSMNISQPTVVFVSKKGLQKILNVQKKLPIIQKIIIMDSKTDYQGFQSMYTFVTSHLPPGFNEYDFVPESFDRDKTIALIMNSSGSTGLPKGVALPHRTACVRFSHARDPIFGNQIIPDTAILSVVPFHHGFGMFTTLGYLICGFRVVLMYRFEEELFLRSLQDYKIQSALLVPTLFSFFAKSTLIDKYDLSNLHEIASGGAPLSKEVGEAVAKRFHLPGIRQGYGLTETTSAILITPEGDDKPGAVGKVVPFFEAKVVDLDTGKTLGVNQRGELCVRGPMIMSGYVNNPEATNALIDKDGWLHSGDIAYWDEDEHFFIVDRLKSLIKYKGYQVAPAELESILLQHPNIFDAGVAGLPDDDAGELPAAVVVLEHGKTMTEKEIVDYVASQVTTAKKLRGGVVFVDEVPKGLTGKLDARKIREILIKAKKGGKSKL
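Material: Luciferase/luciferin reagent mix | Doses: Test compounds dosed from 2 mM stocks in 100% DMSO | Timing: 10 min incubation after luciferase reagent addition, room temperature | Measured by: Luminescence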
Diaphorase inh = inhibits diaphorase or chemically oxidizes, flagging diaphorase assay artifacts. diaphorase resazurin-to-resorufin fluorescence, NADH, 16 min; bacterial (C. kluyveri) enzyme, not human. inhibition, % at 20 µM. hit rate 0.69% among 190,000. AID 1217;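 active = primary screen inhibition at 20 µM above a set limit, cut at about 50% in these data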;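 note: plate controls were DMSO with full reaction for no effect and wells lacking NADH for full effect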
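Test system: bacterial diaphorase enzyme (C. kluyveri); Quantity: 0.14 U/mL diaphorase, enzyme working solution; Times: reaction incubation of 16 min at room temperature; Measured by: fluorescence of resorufin formed from resazurin, Ex 544/Em 590 nm; Benchmarks: positive control minus NADH, DMSO neutral control.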
G6PDH CS = L. mesenteroides G6PDH inhibition counter-screen; hit rate 0.12% among 200,000; Purified L. mesenteroides G6PDH, diaphorase/resazurin coupled fluorescence, 45 min; inhibition, % at 5 µM; in the data active = inhibition above about 50%
PMI activator = increases human mannose-6-phosphate isomerase activity; activation factor at 20 µM; purified human PMI, coupled resazurin fluorescence, 20 min; hits give high values; 1 = vehicle control, 0 substrate-free wells; hit rate 0.005% among 190,000; P34949; AID 1214;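 active = activation factor of 2 or more at 20 µM, relative to plate controls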
Target sequence (P34949 whole entry, looked up): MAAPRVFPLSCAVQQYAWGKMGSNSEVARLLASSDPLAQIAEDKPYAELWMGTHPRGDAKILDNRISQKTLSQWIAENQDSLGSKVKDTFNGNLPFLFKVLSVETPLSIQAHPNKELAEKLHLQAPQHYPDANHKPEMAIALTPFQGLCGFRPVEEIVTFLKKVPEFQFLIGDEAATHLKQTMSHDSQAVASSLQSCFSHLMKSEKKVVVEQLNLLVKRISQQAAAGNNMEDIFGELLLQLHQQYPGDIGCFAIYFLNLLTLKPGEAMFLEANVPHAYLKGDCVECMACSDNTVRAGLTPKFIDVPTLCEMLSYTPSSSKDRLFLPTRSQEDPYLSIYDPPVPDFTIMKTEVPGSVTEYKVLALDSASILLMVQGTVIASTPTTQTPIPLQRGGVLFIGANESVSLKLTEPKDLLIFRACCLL
PMI act hi M6P = PMI (human) activation, high substrate | activation factor at 20 µM | P34949 | hit rate 0.34% among 190,000 | coupled PMI enzyme assay, resazurin fluorescence, 20 min; hits give high values; 1 = untreated enzyme, 0 = substrate-free blank | AID 1216;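 active = activation factor of 2 or more at 20 µM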
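Material: human phosphomannose isomerase with PGI, G6PDH, diaphorase coupling enzymes; amount: PMI at 15 ng/mL final; also added: Mannose-6-phosphate 1.0 mM (near-saturating) plus 0.22 mM NADP+; incubation: enzyme reaction with compound 20 min at room temperature; signal: resorufin fluorescence (Ex 544/Em 590 nm) from resazurin via diaphorase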
TNAP inh hiacc = TNAP (human) inhibition, high acceptor; P05186; purified TNAP, CDP-star luminescence, 1 M DEA; inhibition, % at 20 µM; hit rate 0.03% among 200,000; AID 1135;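 active = over 50% inhibition of tissue-nonspecific alkaline phosphatase at 20 µM in the single-dose screen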;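 note: plate controls were DMSO wells for no effect and EDTA-quenched wells as full inhibition for full effect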
TNAP act hi DEA = TNAP (human) activation, high acceptor | P05186 | purified TNAP, CDP-star luminescence, 1 M DEA, 30 min; hits give high values; 0 = EDTA background, 1 = DMSO-only activity | activation factor at 20 µM | 200,000 tested, under 10 active;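 active = activation factor at least 2 at 20 µM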
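Test system – human TNAP · Doses – 20 µM single point · Incubation – 30 min, room temperature · Signal – luminescent substrate turnover signal · Read-out basis – activation factor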
An asterisk follows results filed as active.

smiles	HMGR II inh	Diaphorase act	TNAP inh no acc	FLuc stim CS	Diaphorase inh	G6PDH CS	PMI activator	PMI act hi M6P	TNAP inh hiacc	TNAP act hi DEA
O=C(Cc1ccc([N+](=O)[O-])cc1)N1CCc2ccccc2C1	-1	0.9	-5	1.1	6	2	1.1	1	-5	1
CC(C)NC(=O)CSc1nnc(C2CC2)n1-c1ccccc1	-3	1	4	1.1	4	3	1.1	1	3	1
Cc1cccc(N=C2NC(=O)CS2)c1	-10	0.9	49	1	9	-1	1	1	-6	1.1
Cc1[nH]c2ccccc2c1SCC(=O)N1CCCCC1	2	1	-3	1	3	-2	1	1	1	1
O=C(COC(=O)c1cc(-c2cccnc2)nc2ccccc12)Nc1ccc(F)cc1F	-3	0.9	-1	1	6	-16	1	1	2	1
Cc1ccc(S(=O)(=O)Nc2cc(C(F)(F)F)ccc2N2CCOCC2)cc1	-4	0.7	-11	1	26	5	0.9	0.9	-8	1.1
N/C(=N\OC(=O)N1c2ccccc2Sc2ccccc21)c1ccccc1	2	0.8	-30	1.1	20	-4	0.8	0.9	-1	1
CC(C)Oc1ccc(CNC(=S)N/N=C/c2ccc([N+](=O)[O-])cc2)cc1	2	0.8	1	1.1	16	-2	0.9	1	-3	1
CC(C)(CNC(=O)c1cc2ccccc2o1)N1CCOCC1	-5	0.9	1	1.1	8	16	1.1	1.1	-7	1.1
CN1CCN(C(=O)C2=C[C@@H](c3ccccc3)C[C@@H](OCc3ccc(CO)cc3)O2)CC1	-7	1.2	-5	1	-18	6	1	1	-4	1
C/C(=N\OC(=O)c1cccc(C)c1)c1sc(-c2ccccc2)nc1C	-2	0.8	9	1	20	8	1.1	1	-1	1
N/N=C(/Cc1nc2ccccc2[nH]1)c1ccc([N+](=O)[O-])cc1	-5	1	-10	0.9	-3	1	1.1	1	-2	1
CCCCCOc1ccc(C2NC(=O)NC2=O)cc1 (configuration not stated)	-3	0.9	1	1	13	10	0.8	0.8	-1	1
CN(C)CC(C)(C)CNS(=O)(=O)c1ccc(OC(F)(F)F)cc1	1	0.9	-3	1	6	2	1.1	1	1	1
O=[N+]([O-])c1ccc(N2CCN(S(=O)(=O)Cc3ccccc3)CC2)cc1N1CCOCC1	-7	0.7	8	1.1	26	-5	0.8	0.8	8	0.9
O=C(O)c1ccc(N/N=C/c2ccc(OC(=O)c3ccccc3Cl)cc2)cc1	-3	0.8	-7	1	21	-10	1.3	1.3	-3	1
O=C(NN1C(=O)C2C(c3ccccc3)C=CC(c3ccccc3)C2C1=O)c1ccncc1 (configuration not stated)	0	0.9	-10	1	8	2	1	1	-3	1
COc1cc(CNCCN2CCOCC2)ccc1OCc1cccc(Cl)c1	-6	0.9	2	1.1	7	11	1.1	1.1	-2	1
Cc1cc(C2C(C#N)=C(N)SC(N)=C2C#N)c(C)s1	-1	0.7	-12	1.1	27	-14	1.3	1.8	0	1
COC(=O)c1sccc1NC(=O)Nc1cccc(C(C)=O)c1	4	0.6	-8	0.8	35	6	0.8	0.9	-4	1
Cc1cccc2nc(-c3ccco3)c(Nc3ccc4c(c3)OCO4)n12	-3	0.3	-5	1	72*	9	0.9	0.7	10	0.9
CN(C)S(=O)(=O)c1cccc(C(=O)OCC(=O)N2c3ccccc3NC(=O)C2(C)C)c1	-2	0.8	-17	1.1	16	-6	1	1	-8	1.1
COC(=O)C1=C(C)N(C)C(=S)NC1c1ccc(OC)cc1OC (configuration not stated)	-2	1	1	1.1	-1	4	1	1	0	1
CC(C)C(C)NC(=O)CSc1nc2scc(-c3ccco3)c2c(=O)n1-c1ccccc1 (configuration not stated)	-5	0.9	-81	1	6	-2	1	1	-6	1.1
O=[N+]([O-])c1cccc(C(=S)N2CCN(c3ccccc3)CC2)c1	-6	1	-10	1	4	1	0.9	1	-4	1
O=C(Nc1cc(S(=O)(=O)N2CCCC2)ccc1Cl)C1=COCCO1	1	0.9	6	1.1	13	6	0.9	1	-1	1
CNC(=O)COc1ncnc2sc(C)c(C)c12	-3	0.8	-8	1.1	20	22	0.9	0.8	-1	1
CCOc1cccc(NC(=O)C2CC(=O)N(C)C2)c1 (configuration not stated)	3	1	-5	1.1	3	2	1	1	-6	1.1
O=C(Cc1ccc(-c2ccccc2)cc1)OCC(=O)N1CCCC1=O	-1	0.9	1	0.9	14	7	0.9	0.8	-2	1
CCOc1ccc(NC(=O)CNC(=O)c2ccc(OC)c(OC)c2)cc1	1	0.9	-10	1.1	12	-5	0.9	1	-4	1
Cc1noc(C)c1S(=O)(=O)Nc1ccc(C(=O)N2CCC(C)CC2)cc1	-4	1.1	-2	1.1	-12	1	1.4	1.3	-3	1
Cc1ccc(CNC2=NCCCCC2)n1C	-1	0.9	-11	1.1	15	2	0.8	0.8	-4	1
O=C1c2ccccc2C(=O)N1CC(=O)N1c2ccccc2Sc2ccc(C(F)(F)F)cc21	2	0.8	2	0.9	16	22	0.8	0.9	-4	1
CC12CCC(C(=O)NCc3ccccn3)(OC1=O)C2(C)C (configuration not stated)	-3	0.9	-6	1.1	10	1	1	1	0	1
O=S(=O)(CCCc1ccccc1)c1ncn[nH]1	1	0.8	-8	1	17	9	0.9	0.9	-6	1.1
Cc1ccc(SCCNC(=O)/C=C/c2ccccc2Cl)cc1	-1	0.9	-7	1	14	13	0.9	1	-2	1
Cc1ccccc1NC(=O)NCCCN1CCN(c2ccccc2)CC1	-3	0.9	-13	1	11	4	1	1	-6	1.1
Cc1ccc(S(=O)(=O)N2CCCCC2)cc1NC(=O)COC(=O)Cc1cccc2ccccc12	-9	0.8	-30	1	21	4	0.9	0.9	-5	1.1
CCc1ccc(-c2cn(C3CCCCC3)c(=S)[nH]2)cc1	4	0.9	25	1	13	12	1.1	1	-3	1
Cc1cc(C)nc(SCC(=O)O)n1	1	0.8	-15	1	25	0	1	0.9	-6	1.1

4 compounds from above, ordered by the number in TNAP inh no acc, rising.
mol	HMGR II inh	TNAP inh no acc	Diaphorase inh	PMI activator	PMI act hi M6P	TNAP inh hiacc	TNAP act hi DEA
CCOc1ccc(NC(=O)CNC(=O)c2ccc(OC)c(OC)c2)cc1	1	-10	12	0.9	1	-4	1
CNC(=O)COc1ncnc2sc(C)c(C)c12	-3	-8	20	0.9	0.8	-1	1
CC12CCC(C(=O)NCc3ccccn3)(OC1=O)C2(C)C (configuration not stated)	-3	-6	10	1	1	0	1
COC(=O)C1=C(C)N(C)C(=S)NC1c1ccc(OC)cc1OC (configuration not stated)	-2	1	-1	1	1	0	1

Additional compounds.
smiles	HMGR II inh	Diaphorase act	TNAP inh no acc	FLuc stim CS	Diaphorase inh	G6PDH CS	PMI activator	PMI act hi M6P	TNAP inh hiacc	TNAP act hi DEA
COc1ccc(CCN=C(N)NS(=O)(=O)c2cccs2)cc1OC	-5	1.1	-7	1.1	-6	9	1.1	1.1	-5	1.1
CCCN1C(=O)COc2ccc(C(=O)c3ccccc3C(=O)O)cc21	-2	0.9	-6	1.1	11	7	1	1	-5	1
COc1cc(NC(=O)CS(=O)(=O)c2ccccc2)cc(OC)c1OC	2	0.9	-7	1.1	8	4	0.9	0.9	-2	1
CC(=O)N/C(=C/c1ccc2c(c1)OCO2)C(=O)NCC(=O)O	4	0.9	-10	1	14	-4	1	1.1	-6	1.1
CC(C)COCC(O)CC(Cc1ccccc1)C(=O)NN (configuration not stated)	-5	1	0	1	2	9	1	1	1	1
O=C(COc1ccc(-n2cnnn2)cc1)NCCc1ccc(F)cc1	-6	0.9	-15	1.1	13	1	1	1	-3	1
COc1ccccc1NC(=O)C1CCCCC1	1	0.9	-4	1	12	5	0.9	0.9	1	1
COc1cc(-c2nnc(-c3ccc(S(=O)(=O)c4ccccc4)cc3)o2)cc(OC)c1OC	-3	0.8	11	1	21	6	1.1	0.9	-3	1
Nn1cnc2scc(-c3cccs3)c2c1=O	-3	0.9	-10	1.1	7	2	1	0.9	-6	1.1
O=c1oc2cc(OCc3nn[nH]n3)ccc2c2c1CCCC2	-4	0.9	-13	1	12	-2	1.1	1.1	-4	1
O=C(C[n+]1cc(-c2ccc(Cl)c(Cl)c2)n2c1CCC2)OCc1ccccc1	-4	0.9	-16	1.1	6	7	1	1.1	2	1
CCc1nnc(NC(=O)C2CCCN2S(=O)(=O)c2ccc(C)cc2)s1 (configuration not stated)	-4	1	-8	1	-2	-6	1	1	-3	1
CCC(C(=O)Nc1ccccc1-c1ccccc1)c1ccccc1 (configuration not stated)	-6	0.9	-7	1	10	2	0.9	0.9	-1	1
COc1ccc(CC(=O)NNC(=O)c2cccs2)cc1	-6	0.9	-24	1	5	8	0.9	1	2	1
Cc1cccc2c3c([nH]c12)C(=O)CC(C)(C)S3	6	0.9	-12	1.1	10	18	1	0.9	-7	1.1
Cc1cc(O)c(C(=O)c2ccccc2C(=O)O)cc1C	-4	0.9	-4	1	14	10	0.9	0.9	1	1
CCOc1cc(CNc2ncn[nH]2)ccc1OCC(=O)NC(C)(C)C	-3	1	-9	1.1	-1	4	0.9	0.9	-1	1
Cc1cc(C(=O)NCC(C)C)c2ccccc2n1	0	1	-6	0.4	3	-6	1	1	-5	1
Cc1ccc(-c2nc3ncccc3o2)cc1NC(=O)CC(C)C	-3	0.9	-17	1	10	19	0.9	0.9	-6	1.1
N#Cc1cccc(CSc2nnc(CCCO)n2-c2ccccc2)c1	-2	0.9	4	1.1	11	4	1.1	1	-7	1.1
CC1CCCCN1C(=O)Cn1c(=O)n(C2CCCCC2)c(=O)c2ccccc21 (configuration not stated)	0	0.8	-12	1.1	23	1	0.9	0.9	-6	1.1
Clc1ccc(-c2nnc(-c3ccc(Br)cc3)c(N3CCSCC3)n2)cc1	-2	1	-6	1.1	2	0	1	1	-3	1
O=C(c1cccc(Cl)c1)c1nn(-c2ccccc2)c(=O)cc1C(F)(F)F	1	0.8	-9	1.1	17	2	0.9	0.9	-4	1
CCOC(=O)C(Sc1nn(C)c(=S)s1)C(C)=O (configuration not stated)	-1	0.9	-8	1	12	1	1	1.1	-3	1

Copied from the list.
In FLuc stim CS, Clc1ccc(-c2nnc(-c3ccc(Br)cc3)c(N3CCSCC3)n2)cc1 is entered as 1.1
In TNAP inh no acc, CC1CCCCN1C(=O)Cn1c(=O)n(C2CCCCC2)c(=O)c2ccccc21 (configuration not stated) is entered as -12

Bioassay records (PubChem)
